Source: PubChem
BCR signal inh – inhibitors of chronic active B-cell receptor signaling. ABC-DLBCL IkBa-CBG/CBR reporter, luminescence ratio, 4 h. Potency, µM (series often up to 46.1 µM), for inactives: at the top dose ratio change, negative = lower green/red ratio, actives largely listed as inhibitors. 0.05% of 340,000 active; active means well fitted inhibition curve with a large enough effect in the signal ratio, with a control signal flat, not every such curve was filed as active; inconclusive means small, poorly fitted or top-dose-only effect, or effect the other way, or a change in a side signal; the % refers to the signal ratio;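 further: plate controls were basal doxycycline-induced cells for no effect and cells given 10 µM MG132 for full effect; MG132 reads +100%, hits lower the ratio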
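TMD8 ABC-DLBCL cells carrying doxycycline-inducible green luciferase fused to IkappaBalpha plus unfused red luciferase were exposed to compounds (up to 46 uM) for 4 hrs at 37C. Activity came from the overlap-corrected green/red luminescence ratio.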
An asterisk follows results filed as active; ? = inconclusive. Potency means the concentration at half of the fitted maximal effect.

| mol | BCR signal inh |
| --- | --- |
| COc1ccc(CCNC(=O)c2cc(-c3ccc(C)c(C)c3)nc3ccccc23)cc1OC | ? |
| Cc1ccc(-n2ncc3c(N(CC(C)C)CC(C)C)ncnc32)c(C)c1 | ? |
| COc1ccc(C2C(=O)N(C3CCCCCC3)CC(=O)N2CCc2ccc(Cl)cc2)cc1OC (centres undefined) | -0.7% |
| CC1=Nc2cc(C(=O)NC3CCCCC3)ccc2Sc2ccc(Cl)cc21 | ? |
| O=C(Nc1ccc(Br)cc1)c1ccc(F)c(S(=O)(=O)NC2CCCCCC2)c1 | 21.9% |
| O=C(CSCc1ccccc1Cl)NCc1ccc(Cl)c(Cl)c1 | ? |
| Cc1ccc(-n2ncc3c(NC4CCCCCC4)ncnc32)cc1Cl | 2.7% |
| O=C(CCC1N=C2c3ccccc3N=C(SCc3ccc(Cl)cc3)N2C1=O)NCc1cccs1 (centres undefined) | ? |
| Cc1ccc(C)c2sc(N3CCN(C(=O)c4ccco4)CC3)nc12 | 7.8% |
| O=C(COc1ccc2ccccc2c1)NC1CC(=O)N(c2cccc(F)c2)C1 (centres undefined) | 4.8% |

Other records:
| mol | BCR signal inh |
| --- | --- |
| O=C(CSc1nc(=O)[nH]c2c1CCC2)NCc1ccc(F)cc1 | 0.2% |
| Fc1ccc(-n2ncc3c(NCCCc4ccccc4)ncnc32)cc1 | 27.0% |
| Cc1ccccc1CNC(=O)CN(c1cccc(C)c1C)S(C)(=O)=O | ? |
| CCCOc1ccc(C2C(=O)N(C3CCCCC3)CC(=O)N2C2CCCCC2)cc1OC (centres undefined) | -2.0% |
| Cc1cc(-c2ccc(C)c(S(=O)(=O)NCc3ccc(Cl)cc3)c2)on1 | -8.8% |
| CC(=O)c1c(C)oc2c(Br)cc(NS(=O)(=O)c3ccc(Br)cc3)cc12 | 10.5% |
| COc1ccc(C(=O)NCC(c2ccco2)S(=O)(=O)c2ccccc2)cc1 (centres undefined) | -3.8% |
| CCOc1ccc(C(=O)NC2CC(=O)N(c3ccc(C)cc3)C2)cc1OCC (centres undefined) | -3.5% |
| Cc1ccc([N+](=O)[O-])cc1S(=O)(=O)N1CCn2cccc2C1c1ccccc1F (centres undefined) | 6.6% |
| CCOC(=O)c1c(S(=O)(=O)NCC(=O)N2CCN(c3cccc(Cl)c3)CC2)c(C)n(C)c1C | 13.5% |

Reprinted at random: seven entries already listed, in no set order.
| mol | BCR signal inh |
| --- | --- |
| CCCOc1ccc(C2C(=O)N(C3CCCCC3)CC(=O)N2C2CCCCC2)cc1OC (centres undefined) | -2.0% |
| CCOc1ccc(C(=O)NC2CC(=O)N(c3ccc(C)cc3)C2)cc1OCC (centres undefined) | -3.5% |
| O=C(CSc1nc(=O)[nH]c2c1CCC2)NCc1ccc(F)cc1 | 0.2% |
| CC(=O)c1c(C)oc2c(Br)cc(NS(=O)(=O)c3ccc(Br)cc3)cc12 | 10.5% |
| Cc1ccc([N+](=O)[O-])cc1S(=O)(=O)N1CCn2cccc2C1c1ccccc1F (centres undefined) | 6.6% |
| CCOC(=O)c1c(S(=O)(=O)NCC(=O)N2CCN(c3cccc(Cl)c3)CC2)c(C)n(C)c1C | 13.5% |
| COc1ccc(C(=O)NCC(c2ccco2)S(=O)(=O)c2ccccc2)cc1 (centres undefined) | -3.8% |

The listing picks up, repeating the 2 entries before the break.
| mol | BCR signal inh |
| --- | --- |
| Cc1ccc([N+](=O)[O-])cc1S(=O)(=O)N1CCn2cccc2C1c1ccccc1F (centres undefined) | 6.6% |
| CCOC(=O)c1c(S(=O)(=O)NCC(=O)N2CCN(c3cccc(Cl)c3)CC2)c(C)n(C)c1C | 13.5% |
| Cc1c(Cl)cccc1NC(=O)CSc1ncnc2c1sc1ccccc12 | -3.6% |
| Cc1cc(C)c2sc(N3CCN(C(=O)c4ccc(N(C)C)cc4)CC3)nc2c1 | ? |
| Cc1cc2n(n1)CCC(=O)N2Cc1ccc(C(=O)Nc2ccc(F)cc2F)cc1 | -0.2% |
| COc1cccc(CNC(=O)C(=O)NCC(c2ccco2)S(=O)(=O)c2ccccc2)c1 (centres undefined) | ? |
| Cc1cccc(OC(C)C(=O)Nc2ncn[nH]2)c1 (centres undefined) | 0.6% |
| Cc1cccn2c(=O)c(C(=O)NCCc3ccc(Cl)cc3)cnc12 | 13.8% |
| Cc1cccc(C(=O)NNc2ncnc3c2cnn3-c2ccc(C)c(Cl)c2)c1 | 5.2% |
| CCc1nc2ccc(C(=O)NCc3ccc(SC)cc3)cc2nc1CC | 20.0% |
| Cc1ccc(NS(=O)(=O)c2ccc3c(c2)C(C(C)C)C(=O)N3)cc1C (centres undefined) | 0.7% |
| COc1ccccc1N1CCN(c2ncnc3c2cnn3C)CC1 | -24.3% |

Later entries
| mol | BCR signal inh |
| --- | --- |
| Fc1ccc(-c2noc3ncnc(Nc4ccc(F)cc4F)c23)cc1 | ? |
| CCCCOC(=O)c1ccc(Nc2ncnc3[nH]ncc23)cc1 | ? |
| CCc1ccc2nc(N(Cc3cccnc3)C(=O)c3cccs3)sc2c1 | ? |
| COc1cccc(NC(=O)CSC2=Nc3ccccc3C3=NC(CC(=O)NCc4cccs4)C(=O)N23)c1 (centres undefined) | -4.7% |
| COc1ccc(-c2cc(C(F)(F)F)n3nc(C(=O)OC(C)C)cc3n2)cc1 | -8.8% |
| CCc1ccc(-n2c(C)nc3cc(C(=O)NCCc4ccccc4)ccc32)cc1 | 3.6% |
| O=C(CSc1nnc2[nH]c(=O)cc(-c3ccccc3)n12)Nc1ccc(OC(F)(F)F)cc1 | 0.9% |
| COc1ccc(-c2nc3sc(CCNC(=O)c4ccc(Br)o4)c(C)n3n2)cc1 | -7.3% |
| Cc1ccccc1NC(=O)CSc1nc(-c2ccccc2)cn1-c1ccccc1F | ? |
| Cc1cccc(NC(=O)CSc2nc(=O)n(Cc3ccncc3)c3c2CCC3)c1C | -0.8% |

Additional results follow.
| mol | BCR signal inh |
| --- | --- |
| COCCCNc1ncnc2c1c(-c1ccccc1)cn2-c1ccc(C)c(Cl)c1 | 7.6% |
| Cc1ccccc1NS(=O)(=O)c1ccc2[nH]cc(C(=O)N3CCCC3)c(=O)c2c1 | 0.0% |
| COc1ccccc1CNc1ncnc2c1cnn2-c1ccc(C)cc1 | ? |
| COc1ccc(CCN2C(=O)CN(C3CCCCCC3)C(=O)C2c2ccc(Cl)cc2)cc1OC (centres undefined) | -1.4% |
| CCOC(=O)c1ccc(CN(Cc2ccc(Br)cc2)S(=O)(=O)c2cccc(C(F)(F)F)c2)cc1 | ? |
| O=C(CC1N=C2c3ccccc3N=C(SCc3cccc(F)c3)N2C1=O)NCc1cccs1 (centres undefined) | 16.7% |
| Cc1ccc(CNC(=O)c2c(Nc3ccccc3C)sc(C(=O)c3ccc(F)cc3)c2N)cc1 | 22.4µM* |
| COc1cc(C(=O)N2CCN(c3ccc(Nc4ccccc4)nn3)CC2)cc(OC)c1OC | -20.6% |
| COC(=O)c1ccc(-n2c(/C=C/c3cc(OC)c(OC)c(OC)c3)nc3cc(Cl)ccc3c2=O)cc1 | ? |
| CC(C)(CC(=O)NCc1ccc(Cl)cc1Cl)CC1=NS(=O)(=O)c2ccccc2N1 | ? |

The listing continues.
| mol | BCR signal inh |
| --- | --- |
| COc1ccc2oc(=O)c(-c3csc(-c4ccc(Br)cc4)n3)cc2c1 | 4.1% |
| CC(C)c1ccc(NC(=O)CN2C=NS(=O)(=O)c3ccccc32)cc1 | 7.8% |
| COc1ccccc1C(=O)NCc1ccc2c(c1)CCN2C(=O)c1cccc(C)c1 | -18.2% |
| CCc1ccc(-n2c(=O)c3c(C)c(C(=O)N(C)C)sc3n(Cc3cccc(C)c3)c2=O)cc1 | -15.4% |
| Cc1ccc(-n2ncc3c(N(CCO)Cc4ccccc4)ncnc32)cc1 | ? |
| CCOC(=O)c1ccc(NC(=O)CSc2nc3ccccc3c(=O)n2CCC(=O)NC2CCCCC2)cc1 | -2.4% |
| CCc1ccc(C2=CC(c3cccc(C)c3)n3c(nc4ccccc43)N2)cc1 (centres undefined) | ? |
| CCOc1ccccc1NC(=O)CSc1c(C)cnc2c1c(=O)n(C)c(=O)n2C | -10.5% |
| Cc1ccccc1CSc1nc2c(sc3ccccc32)c(=O)n1CCCOC(C)C | ? |
| Cc1cccc(CNC(=O)c2sc3ncnc(N(C)C4CCCCC4)c3c2C)c1 | 2.6% |

(continued)
| mol | BCR signal inh |
| --- | --- |
| Cc1ccc(-n2ncc3c(N4CCN(Cc5ccccc5)CC4)ncnc32)cc1Cl | 0.3% |
| CCN(CCCNC(=O)CN1N=C(c2ccc(OC)cc2)CCC1=O)c1cccc(C)c1 | -28.9% |
| CC(=O)c1ccc(N2C(=O)N(CC(=O)c3ccc(F)cc3)c3ccccc3S2(=O)=O)cc1 | 11.8% |
| COc1ccc(CCNc2ncnc3c2cnn3-c2ccc(F)cc2)cc1 | 22.3% |
| Cc1c(Cl)ccc2sc(N3CCN(C(=O)c4ccco4)CC3)nc12 | ? |
| O=C(CN1N=C(c2ccc(Cl)cc2)CCC1=O)NCc1ccc(F)cc1 | ? |
| Cc1c(-c2ccccc2)c(=O)oc2c(CN3CCN(C)CC3)c(O)ccc12 | 0.5% |
| COc1ccccc1N1CCN(c2cc(C)nc3c(-c4ccc(Cl)cc4)c(C)nn23)CC1 | -1.7% |
| COc1ccc(C2C(=O)N(C3CCCCCC3)CC(=O)N2CCc2ccc(OC)c(OC)c2)cc1 (centres undefined) | 3.9% |
| Cc1cc(-n2c(C)nc3ccccc3c2=O)ccc1NC(=O)c1cccc([N+](=O)[O-])c1C | -2.8% |

More entries.
| mol | BCR signal inh |
| --- | --- |
| CCCCN(CCCC)S(=O)(=O)c1ccc(C(=O)Nc2sc3c(c2C(N)=O)CCN(CC)C3)cc1 | 0.2% |
| Cc1cc(C)cc(NC(=O)CSc2nccn2C2CCCC2)c1 | -9.2% |
| CCOc1ccc(NC(=O)CCn2c(-c3ccc(F)cc3)cc(C(C)=O)c2C)cc1 | -0.1% |
| CCOC(=O)c1cc(-c2ccccc2)n(CC(=O)NCc2ccc(C)cc2)c1C | 11.8% |
| CC(C)CCN(C(=O)Nc1ccc(Cl)c(Cl)c1)C(C)c1cccs1 (centres undefined) | 6.7% |
| CCOc1ccc(-n2c(C)nc3cc(C(=O)NCCC4=CCCCC4)ccc32)cc1 | 10.0% |
| O=C(NC1CC(=O)N(c2cccc(F)c2)C1)c1cccs1 (centres undefined) | ? |
| O=C(COc1ccccc1)NCC(c1cccs1)S(=O)(=O)c1ccc(Cl)cc1 (centres undefined) | ? |
| Cc1cc(Cl)ccc1NC(=O)c1cc(S(=O)(=O)N2CCOCC2)cn1C | ? |
| CCOCCCNC(=O)c1cc(Sc2cccc(Cl)c2)nc2ccccc12 | -1.2% |

Remaining list, next part
| mol | BCR signal inh |
| --- | --- |
| O=C(CCC1N=C2c3ccccc3N=C(SCc3ccc(F)cc3)N2C1=O)NC1CCCCC1 (centres undefined) | ? |
| COc1ccc(-n2cc(-c3ccccc3)c3c(NCCc4ccc(OC)c(OC)c4)ncnc32)cc1 | -1.7% |
| O=C(c1ccco1)N1CCN(c2nc3ccc(Cl)cc3s2)CC1 | 7.3% |
| CCCCNS(=O)(=O)c1ccc2nc(-c3cccnc3)cc(C(=O)NCCC)c2c1 | -8.8% |
| COc1cccc(N2CC(NC(=O)/C=C\c3ccccc3)CC2=O)c1 (centres undefined) | 2.8% |
| Cn1nnc2c(NCc3ccccc3)ncnc21 | ? |
| Cc1ccc(-c2nnc(SCc3ccccc3)o2)cc1 | -20.5% |
| Cc1cc(Nc2sc(C(=O)c3ccc(F)cc3)c(N)c2C(=O)Nc2ccc(F)cc2)ccc1Cl | ? |
| COc1ccccc1-n1c(=O)c2c3c(sc2n(Cc2ccccc2F)c1=O)CN(C(C)=O)CC3 | -22.0% |
| CCOC(=O)CSc1nc2ccccc2c(=O)n1CCc1ccc(OC)c(OC)c1 | 9.1% |

The listing continues:
| mol | BCR signal inh |
| --- | --- |
| O=C(NC1CC(=O)N(c2ccc(F)cc2)C1)c1ccc2c(c1)OCO2 (centres undefined) | -0.4% |
| CCCCn1c(NCc2cc(Cl)ccc2O)nc2ccccc21 | ? |
| Cc1ccc(C(=O)Nc2cc(-c3cn4cccnc4n3)ccc2C)cc1C | 2.7% |
| O=C(CCOc1ccccc1)N(Cc1cccnc1)c1nc2ccc(Cl)cc2s1 | 11.7% |
| CCOc1ccc(-c2nnc(SCC(=O)NCCc3ccc(OC)c(OC)c3)nc2-c2ccc(OCC)cc2)cc1 | 0.0% |
| CCOc1cc2[nH]c(=O)n(Cc3ccc(C(=O)NCCN(CC)CC)cc3)c(=O)c2cc1OCC | -3.1% |
| Cc1cccc(-c2nc3scc(CCNS(=O)(=O)c4ccc5c(c4)OCCO5)n3n2)c1 | -1.2% |
| COc1ccc(N2CCN(S(=O)(=O)c3ccc(F)c(C(=O)Nc4ccccc4Cl)c3)CC2)cc1 | ? |
| CCOc1ccc(NC(=O)c2cc(S(=O)(=O)N3CCN(c4ccccc4F)CC3)ccc2F)cc1 | -12.9% |
| COc1ccc(-c2nc3ccc(C(=O)NCc4ccc(C)cc4)cc3nc2-c2ccc(OC)cc2)cc1 | ? |

Continuation:
| mol | BCR signal inh |
| --- | --- |
| CCOC(=O)c1c(S(=O)(=O)NCC(=O)Nc2ccc(C)c(Cl)c2)c(C)n(C)c1C | ? |
| Cc1ccc(-c2nc(CS(=O)CC(=O)O)c(C)o2)cc1 (centres undefined) | -18.9% |
| CCCCC(=O)N1CCc2cc(OC)c(OC)cc2C1COc1ccc(OC)cc1 (centres undefined) | -16.4% |
| Cc1ccc(C)c(Nc2ncnc3c2cnn3-c2ccc(F)cc2)c1 | ? |
| CCc1cccc(C)c1Nc1nn2c(=O)c3ccccc3nc2s1 | 10.0% |
| CCOC(=O)c1c(C)[nH]c(C)c1S(=O)(=O)N1CCC(C(=O)Nc2ccc(OC)c(OC)c2)CC1 | -6.3% |

These rows are one share of the data; count on the stated rates, not on these rows.
